Bioassay records from PubChem.
aSyn UTR inh: MLPCN primary screen, SNCA 5' untranslated region | 300,000 tested, 0.82% active | alpha-synuclein 5'UTR reporter, inhibitor activity | inhibition, % (tested at 7.5 µM); in the data active = inhibition above about 60%;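 also: H4 neuroglioblastoma cells stably carrying SNCA 5'UTR luciferase fusion; 0% = DMSO wells and 100% = positive control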
GSK3A inh: blockers of GSK3A enzyme activity – biochemical, luminescence, cell-free homogeneous, HTS, primary screen. Glycogen synthase kinase-3 alpha (Homo sapiens), P49840. GSK-3 alpha kinase, ADP-Glo luminescence, 60 min. inhibition, % at 10 µM. 320,000 tested, 0.1% active. AID 2650, 2010;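 in the data active = inhibition above about 50%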;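 also: GST-tagged GSK-3 alpha with peptide substrate and 25 µM ATP; 0% = DMSO neutral wells and 100% = GW8510 positive control wells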
Target sequence (P49840 whole entry, looked up): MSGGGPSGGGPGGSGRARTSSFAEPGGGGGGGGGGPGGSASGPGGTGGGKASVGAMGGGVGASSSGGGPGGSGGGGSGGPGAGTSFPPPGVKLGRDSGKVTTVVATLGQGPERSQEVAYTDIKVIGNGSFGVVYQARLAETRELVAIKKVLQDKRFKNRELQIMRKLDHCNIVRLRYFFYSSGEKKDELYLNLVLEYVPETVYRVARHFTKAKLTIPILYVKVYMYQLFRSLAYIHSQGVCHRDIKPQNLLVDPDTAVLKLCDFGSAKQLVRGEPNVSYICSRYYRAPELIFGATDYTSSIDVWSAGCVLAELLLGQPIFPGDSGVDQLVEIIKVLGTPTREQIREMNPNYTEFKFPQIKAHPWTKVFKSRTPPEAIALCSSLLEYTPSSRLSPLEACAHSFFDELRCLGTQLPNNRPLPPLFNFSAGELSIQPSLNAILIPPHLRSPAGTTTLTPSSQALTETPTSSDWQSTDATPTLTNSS
IEC-6 cytotox: cytotoxicity in IEC-6 intestinal epithelial cells, primary screen, cytotoxicity control for KLF5 inhibitor project, cell-based, luminescence; 290,000 tested, 0.78% active; inhibition, % at 5 µM; IEC-6 cytotoxicity, luminescence viability; in the data active = inhibition above about 22%;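 also: 0% = plate median of test compound wells and 100% = cytotoxic reference compound wells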
KLF5 inhibitor: KLF5 expression inhibitors, primary screen, DLD-1 cells, luminescence. inhibition, % at 5 µM. 290,000 tested, 0.23% active. AID 1700, 2009. DLD-1 KLF5 promoter-luciferase reporter;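 active = inhibition above a per-plate limit of that plate's mean compound inhibition plus 3 SD, cut at about 60% in these data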;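 also: 0% = DMSO wells and 100% = LY294002 at 200 µM; higher means less KLF5 promoter-driven luciferase light; inactives centre near -14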
HSF1 inhib: HSF1 inhibitors in luciferase reporter cells, primary screen, cell-based, NIH3T3, luminescence. 300,000 tested, 0.77% active. NIH3T3-HGL HSE-luciferase, MG132-induced, luminescence 8 h; stronger effect = lower value. activity change, negative = inhibition, % at 7.5 µM (by protocol). AID 2098, 2009;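 active = more than half of replicate wells show activity change below -50%, luminescence cut by over half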;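 also: luciferase reports HSF-1 transcriptional activity via heat shock element; 0% = median of DMSO wells and -100% = zero luminescence signal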
HSP90 inh: HSP90 inhibitors, primary screen, cell lysate, luminescence; Heat shock protein HSP 90 (rabbit reticulocyte lysate; luciferase refolding); Rabbit reticulocyte lysate, luciferase refolding luminescence, 3 h; inhibition, % at 5.6 µM; 290,000 tested, 0.91% active; AID 1789, 2009;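 active = inhibition above the screen-wide mean plus 3 SD, computed separately per campaign, cut at about 16% in these data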;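 also: 0% = DMSO wells and 100% = 60 µM geldanamycin wells; inhibitors lower the luminescence because luciferase stays unfolded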
GSK3B inh: human GSK3beta kinase inhibitors, primary screen, biochemical, cell-free homogeneous, HTS; Glycogen synthase kinase-3 beta (Homo sapiens), P49841; GST-GSK3beta kinase, ADP-Glo luminescence, 60 min; stronger effect = lower value; activity score (negative = inhibition), % at 10 µM; 300,000 tested, 0.038% active;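 active = more than half of replicate wells score below -50%, meaning over 50% inhibition versus plate controls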;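 also: 0% = median DMSO wells and -100% = median GW8510 positive control wells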
Target sequence (P49841 whole entry, looked up): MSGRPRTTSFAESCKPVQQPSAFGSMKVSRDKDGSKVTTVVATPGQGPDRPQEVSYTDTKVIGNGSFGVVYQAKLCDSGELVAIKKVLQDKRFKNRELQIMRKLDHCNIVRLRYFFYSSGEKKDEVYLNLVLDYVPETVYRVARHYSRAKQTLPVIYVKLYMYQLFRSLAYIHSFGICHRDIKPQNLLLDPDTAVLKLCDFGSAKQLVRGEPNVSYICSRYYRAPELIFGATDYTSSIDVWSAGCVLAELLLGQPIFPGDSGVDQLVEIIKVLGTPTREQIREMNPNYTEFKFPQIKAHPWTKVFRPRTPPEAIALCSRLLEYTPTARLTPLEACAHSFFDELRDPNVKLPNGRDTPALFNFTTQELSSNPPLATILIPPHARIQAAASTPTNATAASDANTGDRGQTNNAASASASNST
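test system = GST-tagged human GSK3beta kinase, cell-free | reagent = 25 µM ATP with peptide substrate | dosing = one dose of 10 µM per compound | schedule = 60 min reaction, RT | detection = luminescent ADP-Glo measurement of ADP formed | control set = DMSO neutral wells and GW8510 at 20 µM as positive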
HIF act: HIF pathway transcriptional activators, primary screen, cell-based, U2OS HRE-luciferase, luminescence; U2OS HRE-luciferase reporter; normalized: DMSO 0%, desferrioxamine 100%; activation, % at 7.5 µM (by protocol); 300,000 tested, 0.32% active;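 active = mean activation of at least 10% of the iron chelator positive control signal, with at least half of replicates also reaching 10%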
HSF-1 act: HSF-1 activators, primary screen, NIH3T3-HGL cells, MG132 stress, luminescence, single point. 300,000 tested, 1.7% active. NIH3T3-HGL HSF-1 luciferase reporter, 8 h; 100% = twice DMSO control signal. activation, % at 9 µM. AID 504408, 2011;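 active = mean replicate activation of at least 50% with a set share of replicates each reaching 50%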;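 also: 0% = median of the neutral control wells and 100% = twice that signal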
AI-2 QS modul: Vibrio harveyi AI-2 quorum sensing modulators, primary screen, JMH597 strain, luminescence/OD600 ratio | Vibrio harveyi JMH597 AI-2 luminescence/OD600 ratio, 9 h; stronger effect = lower value; strain lacks LuxN and CqsS sensors; 0 = neutral-control median | activity change, % at 7.5 µM | 300,000 tested, 0.4% active | AID 2094, 2009; in the data active = activity change below about -75%, passing the limit was not always enough;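 also: luminescence divided by OD600 gain over 9 h not by final OD600 alone; inactives centre near 13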
* hit, by the source's call; · = no result given.

canonical_smiles	HSF-1 act	HSF1 inhib	GSK3A inh	aSyn UTR inh	AI-2 QS modul	HIF act	KLF5 inhibitor	GSK3B inh	IEC-6 cytotox	HSP90 inh
CC(=O)n1cc([C@@H]2C=C(C(=O)N3CCN(Cc4ccccc4)CC3)O[C@H](OCc3ccc(CO)cc3)C2)c2ccccc21	5	4	·	19	-3	0.4	4	-2	0	11
CC(NC(=O)C1CCN(c2nnc(N3CCCC3=O)s2)CC1)c1ccccc1 (stereo unspecified)	5	-6	3	-21	23	0.0	-10	2	-2	-4
COc1cccc(N2CC(C(=O)Nc3ccc(F)cc3)CC2=O)c1 (stereo unspecified)	13	-4	-1	1	13	0.0	-36	1	0	3
c1ccc(-c2nc(NCc3cccs3)c3ccccc3n2)cc1	-6	2	0	1	40	-0.4	-1	1	4	4
CC(=O)N(CN1C(=O)CCC1=O)c1cccc(Cl)c1	3	-1	-2	11	16	0.0	-17	-2	1	-3
CC(C)Nc1nc(N)c(C(=O)C23CC4CC(CC(C4)C2)C3)s1	7	10	5	30	·	-0.6	-9	3	4	1
O=S1(=O)C=CC(Nc2ccccc2)C1 (stereo unspecified)	-25	-3	1	-2	13	-0.6	-17	-1	-1	-4
COC(=O)c1cn(C(=O)c2ccc(C)cc2)c2ccccc12	2	6	0	-36	-4	-0.3	-42	-1	-1	-1
COCCNCC(=O)C12CC3CC(CC(C3)C1)C2	-5	-5	5	-5	-7	·	-13	1	3	3
Cc1cccc(NC(=S)NCCc2ccc3c(c2)OCCO3)c1C	18	-1	0	12	11	0.5	-10	1	3	-1
O=C(NCC(O)c1ccc([N+](=O)[O-])cc1)C1CCCCC1 (stereo unspecified)	9	9	-2	-13	5	1.7	-26	-2	1	1
Cc1cccc(NS(=O)(=O)c2ccc(C(=O)NCC(c3ccccc3)N(C)C)cc2)c1C (stereo unspecified)	1	4	·	7	4	0.2	-28	2	4	0
COc1ccc(S(=O)(=O)N(C)CC(=O)N2CCCC2)cc1	0	0	0	13	4	-0.7	-27	0	-1	-4
CC(=O)N(c1ccc2oc(=O)sc2c1)S(=O)(=O)c1ccccc1	1	1	-4	-11	8	0.1	-23	-2	-3	-3
O=C(c1ccccn1)N1CCN(S(=O)(=O)c2ccc3ccccc3c2)CC1	-4	2	-3	-5	18	-0.5	-8	2	2	3
COc1ccc(N2CCN(CC(=O)c3c[nH]c4ccccc34)CC2)cc1	1	-7	3	-2	-1	-0.1	-7	5	-2	1
COc1ccc(C(CNC(=O)c2cccc(S(=O)(=O)NCc3ccccc3)c2)N2CCOCC2)cc1 (stereo unspecified)	-1	1	-5	9	7	-0.1	·	0	·	·
Cc1ccc(C)c(-c2nnc(NC(=O)CS(=O)(=O)c3ccccc3)o2)c1	-10	2	0	-8	40	-0.4	·	4	·	·
CCN(Cc1cc2cccc(C)c2[nH]c1=O)C(=O)c1ccccc1OC	11	-10	·	6	16	-9.3	·	2	·	·
CCN1CCN(C(c2cc(OC)ccc2OC)c2nnnn2Cc2ccccc2)CC1 (stereo unspecified)	-8	-6	0	11	16	0.0	-13	-3	1	0
O=C(C1CCCN1S(=O)(=O)c1ccc(Cl)c(Cl)c1)N1CCCCC1 (stereo unspecified)	50	21	5	0	27	0.1	-22	4	-4	-1
Cc1ccc(C(=O)/C=C/c2ccccc2[N+](=O)[O-])cc1	135*	91	-1	-173	7	7.7	-30	-2	7	-2
CN1C(=O)N2CN(C3CCCCC3)CN3C(=O)N(C)C1C23 (stereo unspecified)	-12	-7	-4	13	16	-0.3	-10	3	3	12
Cc1ccc(S(=O)(=O)c2cc3cc(Br)ccc3oc2=O)cc1	1	1	·	-42	26	-0.1	-13	-2	0	-1
CCOc1cc(C2C(C#N)=C(N)OC3=C2C(=O)CC(C)(C)C3)cc([N+](=O)[O-])c1O (stereo unspecified)	0	-2	-2	-2	-24	0.0	-37	-1	-5	0
O=C(Nc1cccc(-c2cnc3ccccc3n2)c1)c1ccccc1	13	-4	-3	-34	14	0.4	-15	-27	0	-2
Cc1nc2ccccc2c(=O)n1NC(=O)c1ccccc1F	-21	-4	2	1	4	2.0	-16	9	5	3
NNC(=O)c1ccc(COc2ccc3ccccc3c2)cc1	21	17	0	-76	37	0.3	-83	0	0	-3
CC1(C)CC(NS(=O)(=O)c2cccc3ccccc23)CC(C)(C)N1	-3	-5	-3	-4	-6	0.0	-10	-1	-3	5
COc1ccc(C2NC(c3ccc(OC)c(OC)c3OC)C(C)C(=O)C2C)c(OC)c1OC (stereo unspecified)	-8	6	-26	22	13	-0.8	14	-5	10	2
COCCn1c(C(=O)N2CCCC2)cc2c1C[C@H]1CN(C(=O)c3ccccc3)[C@@](Cc3ccc(F)cc3)(C(=O)OC)[C@@H]21	·	·	0	·	·	·	-12	·	-6	-3
COc1ccc(NC(=O)C2CCN(c3nc(C)cc(C)n3)CC2)cc1	-8	0	-1	-1	24	0.2	-3	1	6	-2
CCC(C)c1nc2ccsc2c(N2CCOC2=O)c1-c1ccccc1 (stereo unspecified)	-4	2	0	12	10	0.0	·	-3	·	·
CCC(NS(=O)(=O)c1ccc(OC)cc1)C(=O)NCCC1=CCCCC1 (stereo unspecified)	-8	4	0	-2	-12	0.0	-42	-6	-2	5
COc1ccc(Nc2c3c(nc4ccccc24)CCC3)cc1	-3	-6	0	35	10	0.4	0	-8	12	4
COc1ccc(NC(C)c2ccccc2)cc1 (stereo unspecified)	12	6	·	-91	22	0.3	-27	0	2	0
CCCCn1c(SCc2nc3ccccc3s2)nc2ccccc2c1=O	39	14	0	33	34	-0.4	10	3	8	3
O=c1[nH]c(=S)[nH]cc1Oc1ccc(Cl)cc1Cl	3	-5	·	3	-48	-1.4	-25	0	1	0
COc1cccc2cc(C(=O)NCc3ccccc3Cl)c(=O)oc12	4	-5	-1	-101	24	1.4	-26	-1	-7	-5
Nc1nc2ccc(NC(=O)c3ccco3)cc2s1	30	1	0	-116	3	2.6	-53	1	1	0
COc1ccc(-n2nc3c(c2NC(=O)COc2ccccc2F)CS(=O)(=O)C3)cc1	-9	-7	1	6	22	0.0	-24	0	-2	-2
Cc1ccccc1Nc1nc2ccccc2n1C(C)C	-4	-8	0	9	24	0.4	15	-3	2	-5
COc1ccc(CNS(=O)(=O)NCc2ccc(OC)c(OC)c2)cc1	17	-3	-3	13	41	-0.1	-32	-1	1	2
O=C1N=C(N2CCCCC2)S/C1=C\c1ccc(Br)cc1	38	15	0	-128	22	-32	-45	3	4	2
CC(C)(C)NC(=O)C(c1ccccc1)N(C(=O)c1ccco1)C1CC1 (stereo unspecified)	-5	-2	-3	17	-2	0.0	-28	2	-4	0
COc1cc(O)cc2c1[C@@H]1Oc3c(ccc(O)c3CC=C(C)C)[C@@H]1CO2	12	6	4	20	-14	-0.4	·	2	·	·
O=C(NCC1OCCCN1S(=O)(=O)c1cc(F)ccc1F)C(=O)NC1CCCCC1 (stereo unspecified)	-19	-2	0	-1	16	-0.2	8	1	-8	1
CC(=O)N1CCOc2ccc(S(=O)(=O)N3CCC(C(=O)Nc4ccccc4F)CC3)cc21	2	-5	-1	15	21	-0.6	-39	1	2	0

Grouped by structure: the entries above with a furan ring, fused or not (2)
canonical_smiles	HSF-1 act	HSF1 inhib	GSK3A inh	aSyn UTR inh	AI-2 QS modul	HIF act	KLF5 inhibitor	GSK3B inh	IEC-6 cytotox	HSP90 inh
Nc1nc2ccc(NC(=O)c3ccco3)cc2s1	30	1	0	-116	3	2.6	-53	1	1	0
CC(C)(C)NC(=O)C(c1ccccc1)N(C(=O)c1ccco1)C1CC1 (stereo unspecified)	-5	-2	-3	17	-2	0.0	-28	2	-4	0

Remaining list, next part.
canonical_smiles	HSF-1 act	HSF1 inhib	GSK3A inh	aSyn UTR inh	AI-2 QS modul	HIF act	KLF5 inhibitor	GSK3B inh	IEC-6 cytotox	HSP90 inh
COc1ccc(C2C(C#N)=C(/N=C/N3CCN(C)CC3)OC3=C2C(=O)CC(C)(C)C3)cc1 (stereo unspecified)	-17	-2	-2	19	5	0.2	-5	-6	3	-1
COc1cccc2cc(C(=O)NCCc3ccccc3)oc12	20	21	0	-84	-6	2.2	-89	-18	3	-3
CCCCc1nc2ccccc2n1CC(=O)NN	-11	-4	-2	10	28	-0.8	-5	3	-3	0
O=C(O)c1ccc(-c2nc(-c3ccccc3Cl)cs2)cc1	16	12	2	-118	17	0.6	-87	1	16	1
CCCc1ccc(S(=O)(=O)NCCc2ccncc2)cc1	-3	-5	1	19	44	0.4	19	0	-7	-4
CC(C)C[C@H](NC(=O)c1nc[nH]c1C(=O)NC1CCN(C(=O)OC(C)(C)C)CC1)C(=O)OCc1ccccc1	4	0	-2	14	34	-0.7	0	-2	7	7
CCc1ccccc1Oc1ccc(S(=O)(=O)N2CCN(C)CC2)cn1	8	6	0	-23	-56	0.4	·	-2	·	·
CCOC(=O)Nc1ccc2c(c1)nc(CN1CCOCC1)n2C	8	0	1	-7	34	0.0	-32	2	-1	1
O=S(=O)(Cc1cc(-c2ccc(Cl)cc2)no1)c1ccccc1	13	14	-1	-173	14	3.2	-89	0	10	2
COc1ccc(/C=C2\CCn3c2nc2cc(C(=O)O)ccc2c3=O)cc1OC	-11	2	12	-1	22	0.0	-10	0	-23	0
COc1ccc(NC(=O)c2cc([N+](=O)[O-])ccc2N2CCCCC2)cc1	-2	-8	-3	-10	11	0.5	-8	0	4	-3
NNC(=O)C(=O)Nc1ccc(O)cc1	17	3	0	21	16	-0.4	36	-1	6	4
CC1CCCC(NC(=O)c2ccc3snnc3c2)C1C (stereo unspecified)	-50	-36	0	-30	7	0.2	-34	-2	3	-1
CNC(=O)C1CC(=O)N(CCc2ccc(OC)cc2)C(=Nc2ccc(OC)cc2)S1 (stereo unspecified)	-5	-4	-5	11	0	-0.9	-7	-1	1	-1
COC(=O)c1ccc(NC2=C(Cl)C(=O)OC2OC(=O)c2ccccc2)cc1 (stereo unspecified)	23	20	1	2	43	-0.2	-14	3	1	-1
O=C(Nc1ccc2nc(-c3cccnc3)[nH]c2c1)c1ccccc1F	-72	-63*	-4	-24	23	1.1	-34	5	-1	-2
Cn1cc(CN2CCC(n3nccc3NC(=O)C3CCCC3)CC2)cn1	13	-9	-1	-7	18	-0.4	-16	3	-4	-4
